High-throughput results deposited in PubChem BioAssay by several laboratories.
M4 antag: human M4 muscarinic receptor antagonists, primary screen, CHO cells, Fluo-8 calcium fluorescence; CHO-hM4 cells, ACh EC80; inhibition, % at 3 µM; 360,000 tested, 0.73% active;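 active means inhibition above its plate's cutoff, the mean inhibition of sample wells plus 3 SD, cut at about 27% in these data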;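 further: 0% = acetylcholine EC80 with DMSO and 100% = DMSO without agonist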
Target sequence (P08173 whole entry, looked up): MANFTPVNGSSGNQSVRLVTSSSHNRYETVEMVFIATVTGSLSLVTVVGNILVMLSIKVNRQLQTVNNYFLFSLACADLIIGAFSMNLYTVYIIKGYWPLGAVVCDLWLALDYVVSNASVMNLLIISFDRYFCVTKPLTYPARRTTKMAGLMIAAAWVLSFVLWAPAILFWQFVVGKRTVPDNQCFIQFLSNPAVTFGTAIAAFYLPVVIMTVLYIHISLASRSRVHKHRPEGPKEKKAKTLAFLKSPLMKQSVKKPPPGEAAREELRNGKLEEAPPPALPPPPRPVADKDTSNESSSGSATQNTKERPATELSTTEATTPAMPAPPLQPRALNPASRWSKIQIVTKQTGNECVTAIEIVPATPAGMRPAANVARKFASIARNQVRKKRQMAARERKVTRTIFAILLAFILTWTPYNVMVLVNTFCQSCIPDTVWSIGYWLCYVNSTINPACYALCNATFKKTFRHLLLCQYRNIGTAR
M1 antag: human M1 muscarinic receptor antagonists, primary screen, CHO-K1 cells, Fluo-8 calcium fluorescence, 1536-well | CHO-K1 hM1, ACh EC80 antagonist | 360,000 tested, 1.3% active | inhibition, % at 3 µM | Muscarinic acetylcholine receptor M1 (Homo sapiens), P11229 | AID 588852, 2011;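 active means percent inhibition above its own plate's cutoff, namely the mean of that plate's compound wells plus 3 SD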;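 further: peak over basal fluorescence ratio during 140 s after agonist addition; 0% = ACh EC80 plus DMSO and 100% = DMSO alone without agonist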
Target sequence (P11229 whole entry, looked up): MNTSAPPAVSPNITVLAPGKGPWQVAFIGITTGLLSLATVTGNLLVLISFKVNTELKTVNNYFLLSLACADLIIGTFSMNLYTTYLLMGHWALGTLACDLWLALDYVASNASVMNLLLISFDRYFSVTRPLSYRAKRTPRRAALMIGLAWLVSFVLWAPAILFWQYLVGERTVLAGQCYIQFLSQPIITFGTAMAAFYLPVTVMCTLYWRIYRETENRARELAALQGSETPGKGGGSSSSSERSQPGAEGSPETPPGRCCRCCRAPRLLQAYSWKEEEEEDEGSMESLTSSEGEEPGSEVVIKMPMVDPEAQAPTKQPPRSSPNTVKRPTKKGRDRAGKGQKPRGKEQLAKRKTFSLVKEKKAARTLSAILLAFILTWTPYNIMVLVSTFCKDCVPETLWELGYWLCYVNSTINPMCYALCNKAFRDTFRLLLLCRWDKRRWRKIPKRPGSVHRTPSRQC
M4 PAM: human M4 muscarinic receptor positive allosteric modulators, primary screen, CHO-K1 cells, Fluo-8 calcium fluorescence; Muscarinic acetylcholine receptor M4 (Homo sapiens), P08173; CHO-K1 hM4/Gqi5, ACh EC20; 0% = ACh EC20, 100% = maximal ACh; activation, % at 3 µM; 360,000 tested, 0.4% active;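 active means activation above its plate's cutoff, the mean activation of sample wells plus 3 SD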; further: some results filed as inactive read as strong as hits
CRFBP-R2 agonist: agonists of CRF-BP/CRF-R2 complex, primary screen, cell-based, HEK293, calcium dye fluorescence, uHTS; 350,000 tested, 0.46% active; AID 588473, 2011; activation, % at 13.2 µM; calcium dye fluorescence (FLIPR); percent of saturating CRF peptide response;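 active means activation of at least 50%, plus an integration ratio under a set limit after plate pattern correction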;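 further: plate controls were neutral control wells without compound for no effect and CRF at EC100 for full effect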
CHRM5 agonist: human M5 muscarinic receptor agonists, primary screen, CHO-K1 cells, Fluo-8 calcium fluorescence | CHO-K1 hM5 cells; 0% DMSO wells, 100% maximal acetylcholine response | Muscarinic acetylcholine receptor M5 (Homo sapiens), P08912 | 360,000 tested, 0.19% active | activation, % at 3 µM;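 active means activation above the run's mean over test compounds plus 3 SD, cut at about 23% in these data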;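 further: signal is peak over basal fluorescence ratio across the kinetic read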
M5 PAM: human M5 muscarinic receptor positive allosteric modulators, primary screen, CHO-K1 cells, Fluo-8 calcium fluorescence | Muscarinic acetylcholine receptor M5 (Homo sapiens), P08912 | CHO-K1 hM5, ACh EC20 PAM; 0% = ACh EC20, 100% = ACh EC100 | activation, % at 3 µM | 360,000 tested, 0.3% active | AID 624038, 2012;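 active means activation above the run cutoff, the mean activation of all test compounds plus 3 SD, cut at about 18% in these data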
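Measured by: Fluo-8 calcium fluorescence; material: human M5 receptor in CHO-K1 cells; schedule: Post-acetylcholine fluorescence recording 140 s; benchmarks: low control EC20 acetylcholine (0%), high control EC100 acetylcholine (100%); read-out: Max/basal fluorescence ratio as % of EC20–EC100 ACh window; compound: single dose, 3 µM nominal final test concentration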
M5 antag: human M5 muscarinic receptor antagonists, primary screen, CHO cells, Fluo-8 calcium fluorescence | CHO-hM5 cells, ACh EC80 | inhibition, % at 3 µM | 360,000 tested, 0.59% active | AID 624040, 2012;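 active means inhibition above a per-plate cutoff, the mean of that plate's test compounds plus 3 SD, cut at about 27% in these data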;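 further: 0% = acetylcholine EC80 with DMSO and 100% = DMSO without agonist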
CHRM1 PAM: human M1 muscarinic receptor positive allosteric modulators, primary screen, CHO-K1 cells, Fluo-8 calcium fluorescence, 1536-well. Muscarinic acetylcholine receptor M1 (Homo sapiens), P11229. CHO-K1 hM1, ACh EC20; 0% = ACh EC20, 100% = maximal ACh. activation, % at 3 µM. 360,000 tested, 0.088% active; in the data active means activation above about 19%, passing the limit was not always enough
M4 ag: human M4 muscarinic receptor agonists, primary screen, CHO-K1 cells, Fluo-8 calcium fluorescence; Muscarinic acetylcholine receptor M4 (Homo sapiens), P08173; CHO-K1 hM4/Gqi5; vehicle 0%, full acetylcholine response 100%; activation, % at 3 µM; 360,000 tested, 0.14% active;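 active means activation above the run mean over all test wells plus 3 SD, cut at about 32% in these data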;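 further: peak over basal fluorescence ratio per well then scaled between controls; 0% = DMSO wells and 100% = acetylcholine at EC100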
An asterisk follows results filed as active; / = not tested or not shown.

SMILES | M4 antag | M1 antag | M4 PAM | CRFBP-R2 agonist | CHRM5 agonist | M5 PAM | M5 antag | CHRM1 PAM | M4 ag
Cc1nccc(-c2cccc(NC(=O)c3ccccc3Cl)c2)n1 | -12 | -13 | 16 | 1.0 | 0 | -1 | -5 | 9 | 4
COc1cc(NC(=O)Cc2ccccc2OC)cc(OC)c1 | 11 | -10 | -7 | 0.3 | -4 | -9 | 4 | 7 | 0
CCOc1ccc(NC(=O)CCC(=O)NNC(=O)COc2ccc(C)cc2)cc1 | 1 | 3 | -3 | 4.8 | -2 | -16 | 30* | 0 | 11
O=C(/C=C/c1ccccc1)N1CCN(CCN2C(=O)c3cccc4cccc(c34)C2=O)CC1 | 4 | 5 | 1 | -0.5 | -2 | -3 | 1 | -6 | 2
C1CC2CN(c3nc4nonc4nc3N3CCSCC3)CCN2C1 (stereo unspecified) | 9 | 1 | -10 | 1.8 | -8 | -5 | 0 | -7 | 1
NC(c1csc(Nc2ccc(C(=O)NCCCO)cn2)n1)c1ccccc1Cl (stereo unspecified) | -2 | -11 | 4 | / | 0 | 5 | -1 | 10 | 1
CC(C)=CCN1CCN(Cc2cccn2-c2ncccn2)CC1CCO (stereo unspecified) | 0 | -10 | -7 | -0.2 | -2 | 3 | 1 | 6 | 1
COc1ccc2[nH]c(=O)c(CN(CCO)S(=O)(=O)c3ccc4c(c3)OCCO4)cc2c1 | 4 | -12 | -7 | 3.0 | 0 | 1 | 1 | 8 | 1
CC1CCC2(CC1)OCC1(CCC3(COC4(CCC(C)CC4)OC3)C1=O)CO2 (stereo unspecified) | 0 | 0 | 3 | -0.2 | 2 | 3 | 2 | 7 | 1
CC(C)CC(=O)Nc1cc2nn(-c3ccccc3)nc2cc1Cl | -8 | -2 | 10 | 0.5 | 1 | -2 | -3 | 6 | 1
O=c1c2ccccc2nc(SCc2cc(F)ccc2F)n1C1CCCC1 | -8 | -1 | 3 | 3.3 | 3 | -2 | 2 | 6 | 1
Cc1nc2nc(C)c(CCC(=O)NC(C)c3ccc4c(c3)OCCO4)c(C)n2n1 (stereo unspecified) | 6 | 68* | 2 | 1.1 | -3 | -4 | 24 | -10 | 2
CC(Cc1c[nH]c2ccccc12)C(=O)O (stereo unspecified) | -9 | -3 | 4 | 0.1 | 0 | 0 | 0 | 1 | 1
N#C/C(=C\c1ccc(-c2ccccc2)o1)C(=O)Nn1cnnc1 | -9 | -4 | 3 | -0.1 | -5 | 6 | 1 | 5 | 0
COc1cccc(/C=C2/SC(=S)N(CC(=O)NNC(=O)c3ccccc3O)C2=O)c1 | -4 | 3 | -1 | 0.4 | -1 | 2 | 10 | 1 | 1
CCC(=O)N1CCc2cc(S(=O)(=O)CCC(=O)N3CCN(c4ccc(F)cc4)CC3)ccc21 | 1 | 10 | 0 | 0.6 | -2 | 3 | -15 | 2 | 2
COc1cccc(CNC(=O)C2CCN(S(=O)(=O)N3CCCCC3)CC2)c1 | 7 | -8 | -7 | 0.7 | 2 | -6 | 1 | 1 | 3
Cc1nn(C(=O)CCC(=O)NCc2ccc(OC(C)C)cc2)c2ccccc12 | -11 | -4 | 6 | -2.9 | -6 | 3 | -3 | 13 | -1
CCCc1[nH]n(-c2ccc([N+](=O)[O-])cc2)c(=O)c1C(C)=NCc1ccncc1 | -1 | -13 | -2 | 4.5 | 10 | -2 | -3 | -3 | 2
O=C(NCc1cccs1)c1ccc(S(=O)(=O)N2CCOCC2)cc1 | -6 | -10 | 1 | 0.8 | 1 | 2 | 5 | 9 | 1

Entries of single compounds, quoted from the list. Order of screens: M4 antag	M1 antag	M4 PAM	CRFBP-R2 agonist	CHRM5 agonist	M5 PAM	M5 antag	CHRM1 PAM	M4 ag
Profile of COc1cccc(/C=C2/SC(=S)N(CC(=O)NNC(=O)c3ccccc3O)C2=O)c1 = -4	3	-1	0.4	-1	2	10	1	1
Profile of CC(C)CC(=O)Nc1cc2nn(-c3ccccc3)nc2cc1Cl = -8	-2	10	0.5	1	-2	-3	6	1

Shown as a hit in M1 antag, among the entries above:
SMILES | M4 antag | M1 antag | M4 PAM | CRFBP-R2 agonist | CHRM5 agonist | M5 PAM | M5 antag | CHRM1 PAM | M4 ag
Cc1nc2nc(C)c(CCC(=O)NC(C)c3ccc4c(c3)OCCO4)c(C)n2n1 (stereo unspecified) | 6 | 68* | 2 | 1.1 | -3 | -4 | 24 | -10 | 2

Following part.
SMILES | M4 antag | M1 antag | M4 PAM | CRFBP-R2 agonist | CHRM5 agonist | M5 PAM | M5 antag | CHRM1 PAM | M4 ag
O=c1cc(CN2CCCCC2)nc(C2CC2)[nH]1 | -3 | -5 | 3 | 8.4 | -1 | 10 | -12 | 7 | 1
CC(C)c1ccc(NC(=O)Nc2nc(C(N)c3ccccc3Cl)cs2)cc1 (stereo unspecified) | 15 | 1 | -5 | / | 2 | -4 | 6 | -4 | 7
COc1ccc(NC(=O)CSCC(=O)NCc2ccco2)cc1 | -5 | -7 | 3 | 1.1 | 3 | 1 | 5 | 5 | 1
Cc1cc(NC(=O)CSCc2ccc([N+](=O)[O-])cc2)no1 | 1 | 6 | -2 | -0.5 | -7 | 3 | 2 | 2 | 1
COc1ccc(NC(=O)ON=C2c3ccccc3-c3ccccc32)cc1 | 8 | 5 | 18 | -4.0 | -6 | -2 | 6 | -5 | -1
CCN(CC(=O)Nc1ccccc1OC)C(=O)CCc1ccccc1 | 1 | -5 | 1 | 0.5 | -3 | 0 | 3 | 11 | 1
Cc1c(Cl)cccc1NC(=S)Nc1ccccn1 | -1 | 4 | -2 | -1.2 | -2 | -1 | 13 | -2 | 5
COc1ccc(-n2cnnc2SCC(=O)N2CCN(c3ccccc3)CC2)cc1 | 3 | 21 | -8 | -1.7 | -6 | -1 | 2 | -9 | 1
COc1cccc(C2(c3cccc(OC)c3)CC2C(=O)Nc2cccc3ccccc23)c1 (stereo unspecified) | -18 | -8 | 28 | -0.4 | 0 | -1 | 0 | 2 | -1
COc1ccccc1NS(=O)(=O)c1ccc(O)c(NC(=S)NCC2CCCO2)c1 (stereo unspecified) | -2 | -11 | 2 | -0.5 | 2 | -3 | 9 | 9 | 2
O=C(CSc1nc2sc3c(c2c(=O)[nH]1)CCC3)NCCO | -1 | -7 | 4 | -3.1 | 2 | 10 | 0 | 7 | 1
CCN(CC)S(=O)(=O)c1ccc(C)c(NC(=S)NNC(=O)C2CC2)c1 | 1 | -5 | 2 | 1.6 | -1 | 3 | 0 | 10 | 1
COc1ccc(Nc2cc(C)nc3ccccc23)cc1 | -4 | 10 | 1 | -0.5 | -2 | -10 | 8 | -2 | 1
CCSc1ccc(-c2nn(-c3ccccc3)cc2/C=C(/C#N)C(=O)NC)cc1 | 8 | 0 | -4 | -0.4 | -1 | -3 | -6 | 2 | 1
CN(C)CCN(Cc1ccco1)C(=O)c1cc2c(Cl)nc3ccccc3c2s1 | -3 | -2 | 6 | 0.8 | -5 | 8 | -1 | 9 | 4
O=[N+]([O-])c1c(Nc2ccccc2O)ccc2nonc12 | 8 | 3 | -8 | -4.2 | -2 | 3 | -5 | 11 | 2
CC(=O)Nc1ccc(NC(=O)C2(C)Cc3c(-c4cccc(C(N)=O)c4)ccnc3O2)cc1 (stereo unspecified) | 7 | -7 | 0 | / | 0 | -9 | 0 | -2 | 2
O=C1/C(=C/c2ccccc2)SC(=S)N1N1C(=O)C2CC2C1=O (stereo unspecified) | 2 | -3 | 0 | 2.4 | 0 | 2 | 6 | 8 | 1
O=C(C1CCCO1)N1CCN(c2ccc(F)cc2)CC1 (stereo unspecified) | 6 | 2 | -5 | -0.3 | 1 | 7 | -7 | 5 | 0
O=C(CCN1CCOCC1)Nc1ccc(Cl)cc1 | 3 | -3 | -1 | -0.3 | 0 | 6 | 6 | 2 | 0
CC(C)Cn1c([N+](=O)[O-])nc2c1c(=O)[nH]c(=O)n2C | -5 | -21 | 3 | -1.9 | 2 | 5 | -4 | 11 | 1
COc1ccc([C@H](OC)[C@@]2(Cc3ccc(O)cc3)N=C(N)N(C)C2=O)cc1 | -5 | -3 | 5 | -0.5 | 0 | 3 | 3 | 2 | 0
COc1ccccc1NC(=O)C1CCCN(S(=O)(=O)c2ccccc2)C1 (stereo unspecified) | -4 | -1 | 9 | -0.6 | -3 | 0 | -2 | 6 | 2
CC(=O)c1cccc(NC(=O)/C(=C/c2ccncc2)NC(=O)c2ccccc2)c1 | -1 | -2 | 2 | -0.8 | 1 | 1 | 6 | 4 | 1
Cc1ccc2c(c1)N(Cc1cccc(Cl)c1)C(=O)c1cccnc1O2 | 4 | 7 | -5 | 0.0 | 5 | 6 | 0 | 7 | 0
CCOC(=O)COc1ccc2c(C)cc(=O)oc2c1C(=O)c1ccccc1 | 1 | 2 | 2 | -8.3 | -3 | 4 | 8 | 1 | 1
COc1c2c(nc3ccccc13)OC(C(C)(O)CO)C2 (stereo unspecified) | -8 | -24 | -2 | -0.3 | -1 | 2 | 1 | 7 | -1
CCNC(=O)N(CC)C[C@H]1N[C@@](CC)(C(=O)OC)[C@H]2C(=O)N(Cc3ccccc3)C(=O)[C@@H]12 | -8 | 5 | -2 | -0.3 | 1 | -3 | -6 | -3 | 2
COc1cccc(OC)c1OCCOCCN1CCN(C)CC1 | -10 | -9 | -4 | -2.2 | -4 | -5 | 8 | 12 | 0
CCC/C(=N/NC(=O)c1csc(C)c1C)c1ccc(Cl)s1 | -3 | -6 | -5 | -1.1 | -6 | -7 | 2 | -5 | 3
CCSc1nc2c(c(=O)[nH]1)C(c1cccs1)C(C(=O)OC)=C(C)N2 (stereo unspecified) | -8 | -12 | 6 | -1.8 | 2 | -3 | 3 | 8 | -2
Cc1ccnc(NC(=O)c2cc(-c3ccc(Cl)s3)nc3ccccc23)c1 | -2 | -23 | 10 | 7.0 | -4 | 13 | -6 | 12 | 1
CC(C)OC(=O)CSc1nc2ccccc2s1 | 6 | -3 | -4 | 0.4 | -6 | -7 | 4 | 7 | 0
Cc1cc2oc(=O)cc(CN3CCOCC3)c2cc1O | -3 | 4 | -4 | 0.9 | -1 | -8 | 6 | -1 | 5
COc1cccc(NC(=O)CSC2=C(C#N)C(c3ccco3)C3=C(CCCC3=O)N2)c1 (stereo unspecified) | -2 | -33 | -1 | -0.3 | -1 | -9 | 6 | 3 | 3
CCCCn1nnnc1C1(C)CCC(=O)N1C1CC1 (stereo unspecified) | -6 | / | 3 | / | 1 | -2 | -1 | / | 0
CC(C)(C#CC(O)(c1ccccc1)c1ccccc1)N1CCCCC1 | 47* | 93* | -16 | -0.2 | -19 | -30 | 42* | -29 | 1
C=CCOc1ccc(Cl)cc1CNC1CCCC1 | -2 | 9 | -10 | -0.3 | -17 | -5 | 7 | -7 | 1
COCCNC(=O)c1ccc(NS(=O)(=O)c2cc(C)ccc2C)cc1 | -3 | 6 | -4 | -0.7 | 0 | -10 | 2 | -3 | 2
